# Source: PubChem BioAssay (several laboratories)
# TcdB GH inh: inhibitors of Clostridioides difficile toxin B glycohydrolase; P18177; TcdB glycohydrolase enzymatic assay, plate reader; inhibition, % at 9.99 µM; actives 0.24% (n = 350,000); in the data active = inhibition above about 10%
# Target sequence (P18177 whole entry, looked up): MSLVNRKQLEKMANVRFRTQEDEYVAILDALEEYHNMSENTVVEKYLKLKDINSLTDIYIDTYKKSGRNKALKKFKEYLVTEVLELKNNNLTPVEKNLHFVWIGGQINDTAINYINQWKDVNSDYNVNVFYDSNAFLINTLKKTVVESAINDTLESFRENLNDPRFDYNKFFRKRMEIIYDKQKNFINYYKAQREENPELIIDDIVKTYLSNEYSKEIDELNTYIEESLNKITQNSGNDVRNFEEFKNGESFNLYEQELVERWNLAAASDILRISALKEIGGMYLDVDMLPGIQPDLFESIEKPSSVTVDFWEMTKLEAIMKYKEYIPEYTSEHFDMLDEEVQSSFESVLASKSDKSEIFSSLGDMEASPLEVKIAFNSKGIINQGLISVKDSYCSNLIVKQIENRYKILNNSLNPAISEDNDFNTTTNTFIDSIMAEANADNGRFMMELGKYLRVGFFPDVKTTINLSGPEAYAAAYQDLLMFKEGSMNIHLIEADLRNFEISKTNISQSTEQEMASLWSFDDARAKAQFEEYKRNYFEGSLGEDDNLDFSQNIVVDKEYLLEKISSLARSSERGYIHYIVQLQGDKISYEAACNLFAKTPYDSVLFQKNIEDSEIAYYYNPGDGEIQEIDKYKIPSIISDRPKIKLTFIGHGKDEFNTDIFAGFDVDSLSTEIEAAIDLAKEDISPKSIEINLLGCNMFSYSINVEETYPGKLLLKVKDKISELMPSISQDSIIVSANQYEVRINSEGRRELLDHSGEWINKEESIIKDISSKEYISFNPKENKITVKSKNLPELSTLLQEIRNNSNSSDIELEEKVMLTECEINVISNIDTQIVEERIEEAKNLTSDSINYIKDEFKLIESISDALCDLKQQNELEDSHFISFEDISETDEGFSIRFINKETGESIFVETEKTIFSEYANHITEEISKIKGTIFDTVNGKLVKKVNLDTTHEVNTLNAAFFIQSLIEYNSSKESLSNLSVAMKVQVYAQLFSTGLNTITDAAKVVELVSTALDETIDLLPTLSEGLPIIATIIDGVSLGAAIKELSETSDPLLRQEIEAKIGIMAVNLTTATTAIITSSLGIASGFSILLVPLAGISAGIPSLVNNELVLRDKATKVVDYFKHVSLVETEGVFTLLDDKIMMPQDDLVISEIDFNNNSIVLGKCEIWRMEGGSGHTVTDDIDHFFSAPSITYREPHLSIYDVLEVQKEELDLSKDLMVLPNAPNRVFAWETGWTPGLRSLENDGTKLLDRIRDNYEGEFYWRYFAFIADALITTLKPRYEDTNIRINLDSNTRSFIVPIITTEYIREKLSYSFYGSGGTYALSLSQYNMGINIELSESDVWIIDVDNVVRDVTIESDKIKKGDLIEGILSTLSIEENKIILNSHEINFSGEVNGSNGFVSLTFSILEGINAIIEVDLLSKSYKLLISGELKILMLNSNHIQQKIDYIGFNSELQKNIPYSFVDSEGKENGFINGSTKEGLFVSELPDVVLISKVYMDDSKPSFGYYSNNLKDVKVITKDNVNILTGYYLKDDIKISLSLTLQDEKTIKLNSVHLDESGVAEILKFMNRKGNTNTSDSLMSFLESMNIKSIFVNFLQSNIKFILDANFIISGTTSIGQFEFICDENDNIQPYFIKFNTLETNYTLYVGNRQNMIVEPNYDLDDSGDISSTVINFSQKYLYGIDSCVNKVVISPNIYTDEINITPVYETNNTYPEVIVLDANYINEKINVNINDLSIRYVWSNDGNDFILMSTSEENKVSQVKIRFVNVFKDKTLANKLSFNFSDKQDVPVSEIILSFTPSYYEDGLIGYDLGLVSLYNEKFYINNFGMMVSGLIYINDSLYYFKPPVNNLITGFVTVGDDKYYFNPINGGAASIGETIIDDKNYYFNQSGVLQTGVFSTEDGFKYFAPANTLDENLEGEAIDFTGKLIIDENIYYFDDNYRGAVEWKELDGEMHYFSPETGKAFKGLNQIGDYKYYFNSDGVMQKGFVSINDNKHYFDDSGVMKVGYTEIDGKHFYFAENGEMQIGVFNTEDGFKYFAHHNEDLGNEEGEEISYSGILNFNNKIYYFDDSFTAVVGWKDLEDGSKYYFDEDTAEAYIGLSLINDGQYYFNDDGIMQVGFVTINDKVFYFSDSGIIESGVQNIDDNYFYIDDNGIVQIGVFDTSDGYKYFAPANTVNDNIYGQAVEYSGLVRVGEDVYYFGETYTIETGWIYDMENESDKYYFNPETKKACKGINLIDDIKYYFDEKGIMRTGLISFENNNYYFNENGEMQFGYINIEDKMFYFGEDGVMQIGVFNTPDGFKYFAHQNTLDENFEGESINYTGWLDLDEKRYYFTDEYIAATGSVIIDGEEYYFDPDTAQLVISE
# CCHF vOTU inh: CCHFV vOTU protease inhibition; Pep-AMC fluorescence; inhibition, % at 11.5 µM; actives 0.55% (n = 370,000); AID 651958; in the data active = inhibition above about 30%; also: 0% = vehicle wells with enzyme and 100% = no enzyme wells
# BoNT-F LC inh: blocks Botulinum neurotoxin F light chain protease. Multiplex microsphere protease cleavage assay, flow cytometry. inhibition, % at 10 µM. actives 0.22% (n = 360,000). AID 588497; in the data active = inhibition above about 35%, passing the limit was not always enough; inconclusive = no clear call, values can overlap the other calls; also: plate controls were buffer without enzyme for full effect and enzyme alone for no effect
# PrPC TRFRET: reduces human prion protein on the cell surface | actives 0.43% (n = 370,000) | cell surface PrPC, TR-FRET read-out | inhibition, % at 13.8 µM | P04156; in the data active = inhibition above about 24%; also: 0% = median of the test wells and 100% = reference compound wells
# PfHsp40 yeast: compounds rescuing yeast from Plasmodium falciparum HSP40 toxicity. S. cerevisiae expressing PfHsp40, growth rescue, ATP luminescence. growth rescue, % at 12.5 µM. actives 0.68% (n = 340,000); in the data active = growth rescue above about 28%, passing the limit was not always enough; inconclusive = no clear call, values can overlap the other calls;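 also: yeast W303a lacking pdr1 and pdr3 grown in galactose medium; growth measured after three days at 30 °C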
# Anthrax LF prot: inhibitors of Bacillus anthracis lethal factor protease | inhibition, % at 10 µM | multiplex microsphere protease cleavage assay, LF | AID 588501 | actives 0.12% (n = 360,000); also: plate controls were buffer without enzyme for full effect and enzyme alone for no effect
# Yp Topo-I inh: Y. pestis Topo-I inhibition via cleavage products. Y. pestis Topo-I cleavage product accumulation, plate reader. activity, % at 10 µM. actives 0.064% (n = 360,000); in the data active = activity above about 50%, passing the limit was not always enough; inconclusive = no clear call, values can overlap the other calls; also: inactives centre near 2
# BoNT-A LC inh2: inhibitors of Botulinum neurotoxin A light chain protease | inhibition, % at 10 µM | multiplex microsphere protease substrate cleavage, flow cytometry | actives 0.17% (n = 360,000); also: plate controls were buffer without enzyme for full effect and enzyme alone for no effect
# FadD28 FP inh: blocks FadD28 binding to the bisubstrate probe. fluorescence polarization. inhibition, % at 12.5 µM. actives 0.22% (n = 360,000). AID 588549; in the data active = inhibition above about 8.5%, passing the limit was not always enough; inconclusive = no clear call, values can overlap the other calls
# The depositor's hits bear a star; ? = inconclusive; / = no result given; & = joins results of further samples. Rule as the data show it, unless noted: active = inhibition above about 30%; inconclusive = no clear call, values can overlap the other calls; inactive = below that. Outcome played no part in choosing rows. Share with any hit: about 2.3%.
SMILES,TcdB GH inh,CCHF vOTU inh,BoNT-F LC inh,PrPC TRFRET,PfHsp40 yeast,Anthrax LF prot,Yp Topo-I inh,BoNT-A LC inh2,FadD28 FP inh
O=C(Nc1cc(Cl)ccc1Oc1ccccc1)C1=COCCO1,1.3,-1,-240,-20,/,-39,-12,-171,-2.2
c1ccc(Nc2ccc3c4c(cccc24)CC3)cc1,/,3,-15,7,0.0,-24,-18,8.6,-2.3
COc1ccccc1N1CCN(CC(=O)Nc2ccc(Cl)c(C(F)(F)F)c2)CC1,0.1,/,-7,/,1.6,-6,5,-2.1,0.0
CCOC(=O)Nc1ccc(S(=O)(=O)Nc2nccc(C)n2)cc1,/,6,?,2,-0.3,?,8,?,0.9
N#Cc1ccccc1NC(=O)COC(=O)CCc1ccccc1,0.4,5,2,4,0.0,-1,-5,-1.0,-2.2
Cc1ccc(C(O)c2ccc(-n3ccnc3)cc2)cc1 (stereo not given),1.5,2,17,0,4.6,15,4,-3.9,-1.9
CCc1ccc(Oc2cc(Cl)nc(N)n2)cc1,/,21,2,5,-1.4,-1,10,0.1,-4.4
Cc1cccc(N(C(=O)Nc2ccc(Cl)cc2)C2=NCC(C)S2)n1 (stereo not given),0.5,-2,-6,2,-2.3,1,3,-1.6,-4.9
O=P(c1cccs1)(c1cccs1)c1cccs1,/,-2,0,-3,0.4,0,4,1.2,-0.4
CCn1c(SCC(=O)Nc2ccc(C(C)=O)cc2)nc2nc3c(cc2c1=O)CCCC3,/,8,1,6,-2.0,-5,-7,?,-1.7
NC(=O)c1ccccc1NC(=O)CN1CCCCCC1,0.9,12,10,-3,-0.6,2,1,1.2,-3.5
CCOC(=O)/C(=N\Nc1ccc(C(C)=O)cc1)c1csc(Nc2ccccc2)n1,/,1,1,3,-0.1,0,-5,0.3,-1.9
COc1ccccc1-n1c(COc2ccccc2-c2ccccc2)nnc1SCC(=O)c1c(N)n(C)c(=O)n(C)c1=O,0.5,-9,4,-3,-0.8,1,-4,0.9,-2.1
Cc1cccc(C(=O)NCC(=O)OCCOc2ccccc2Cl)c1,0.8,-2,-2,2,0.8,-7,2,2.0,-1.0
CN(C)C(=O)Nc1ccccc1CC[N+](=O)[O-],-0.1,-5,1,7,-0.4,-7,3,-1.5,-1.1
NS(=O)(=O)c1ccc(N/N=C/c2ccccc2Br)cc1,2.7,5,-11,-8,-1.6,1,-4,-1.2,1.7
O=C(CCn1c2c(c3ccccc31)CCCC2)NNC(=O)c1ccccc1Cl,/,0,-5,-4,-0.4,-1,0,-0.6,3.2
COc1ccc(CCNc2nc(C)nc3c2nnn3Cc2ccccc2)cc1OC,0.7,10,8,-3,0.4,2,14,-1.3,-3.7
CCOC(=O)c1cc2sc(C)cc2n1CC(=O)Nc1ccc2c(c1)OCCO2,0.6,4,-11,-4,2.4,1,1,0.1,-1.4
COc1ccc(/C=C/C(=O)OCC(=O)NC2CCCCCC2)cc1,1.4,12,-4,-4,/,4,14,0.1,-0.3

# 7 successive compounds already listed, quoted:
SMILES,TcdB GH inh,CCHF vOTU inh,BoNT-F LC inh,PrPC TRFRET,PfHsp40 yeast,Anthrax LF prot,Yp Topo-I inh,BoNT-A LC inh2,FadD28 FP inh
NC(=O)c1ccccc1NC(=O)CN1CCCCCC1,0.9,12,10,-3,-0.6,2,1,1.2,-3.5
CCOC(=O)/C(=N\Nc1ccc(C(C)=O)cc1)c1csc(Nc2ccccc2)n1,/,1,1,3,-0.1,0,-5,0.3,-1.9
COc1ccccc1-n1c(COc2ccccc2-c2ccccc2)nnc1SCC(=O)c1c(N)n(C)c(=O)n(C)c1=O,0.5,-9,4,-3,-0.8,1,-4,0.9,-2.1
Cc1cccc(C(=O)NCC(=O)OCCOc2ccccc2Cl)c1,0.8,-2,-2,2,0.8,-7,2,2.0,-1.0
CN(C)C(=O)Nc1ccccc1CC[N+](=O)[O-],-0.1,-5,1,7,-0.4,-7,3,-1.5,-1.1
NS(=O)(=O)c1ccc(N/N=C/c2ccccc2Br)cc1,2.7,5,-11,-8,-1.6,1,-4,-1.2,1.7
O=C(CCn1c2c(c3ccccc31)CCCC2)NNC(=O)c1ccccc1Cl,/,0,-5,-4,-0.4,-1,0,-0.6,3.2

# Following part:
SMILES,TcdB GH inh,CCHF vOTU inh,BoNT-F LC inh,PrPC TRFRET,PfHsp40 yeast,Anthrax LF prot,Yp Topo-I inh,BoNT-A LC inh2,FadD28 FP inh
OCCC1CN(Cc2cccs2)CCN1Cc1ccccc1 (stereo not given),1.0,-1,-11,7,1.0,-3,6,-0.1,0.1
O=C(Nc1c(C(=O)Nc2cccc(F)c2)oc2ccccc12)c1ccc2c(c1)OCO2,/,-19,-8,-2,-1.3,-5,0,-0.4,-2.4
O=C(CN1CCOc2ccccc21)N1CCN(c2cccc(Cl)c2)CC1,0.8,4,4,3,5.1,3,11,1.1,-3.1
Cn1cc(-c2ccc(C(=O)NCc3cccc(Cl)c3)c3occc23)cn1,-0.5,4,-9,-2,/,-1,21,0.2,-10
CN(C)c1oc(-c2ccccc2Cl)nc1S(=O)(=O)c1ccccc1,-3.9,-1,-4,0,0.0,-2,34,-0.9,-4.8
CCC(C)[C@H](NC(=O)OC(C)(C)C)c1nnc(SCc2c(C)[nH]c(=O)[nH]c2=O)o1 (stereo not given in full),/,-2,5,-5,0.3,-6,-1,-0.4,-0.5
O=C(COC(=O)Cc1ccsc1)Nc1ccc(Br)cc1F,0.4,7,-1,2,-0.2,0,12,-2.5,-3.4
CC(SCC(=O)O)c1nc2ccccc2[nH]1 (stereo not given),1.4,-8,-2,10,0.6,-1,-2,0.5,-1.0
COc1ccc(CCNC(=O)COC(=O)Cc2c[nH]c3ccccc23)cc1OC,0.5,-1,3,2,0.2,-4,14,0.2,-0.8
C[C@H](CO)N1C[C@H](C)[C@H](CN(C)Cc2ccccc2)Oc2ncc(Br)cc2C1=O,1.6&-0.3&-1.6&-0.7,4,2,-10,/,-1,-1,-0.1,-1.8

# As entered above:
# Cn1cc(-c2ccc(C(=O)NCc3cccc(Cl)c3)c3occc23)cn1 @ CCHF vOTU inh = 4
# COc1ccc(CCNC(=O)COC(=O)Cc2c[nH]c3ccccc23)cc1OC @ BoNT-F LC inh = 3
# O=C(Nc1c(C(=O)Nc2cccc(F)c2)oc2ccccc12)c1ccc2c(c1)OCO2 @ BoNT-A LC inh2 = -0.4
# CN(C)c1oc(-c2ccccc2Cl)nc1S(=O)(=O)c1ccccc1 @ BoNT-F LC inh = -4
# O=C(CN1CCOc2ccccc21)N1CCN(c2cccc(Cl)c2)CC1 @ TcdB GH inh = 0.8

# Other results follow:
SMILES,TcdB GH inh,CCHF vOTU inh,BoNT-F LC inh,PrPC TRFRET,PfHsp40 yeast,Anthrax LF prot,Yp Topo-I inh,BoNT-A LC inh2,FadD28 FP inh
COc1ccc(NC(=O)Cc2nnc(SCC(=O)Nc3cc(C)ccc3OC)n2C)cc1,/,3,-30,2,-0.9,-7,7,0.9,-1.4
COc1ccc(NC(=O)CN(C)CC(=O)NCc2ccc(C)cc2)cc1,1.0,16,-243,0,-2.1,-34,7,-173,-0.2
COc1ccc(OC)c(NC(=O)CNC(=O)Cn2c(C)cc3ccccc3c2=O)c1,/,-11,-4,-3,-0.6,-10,-3,0.1,-1.2
O=C(CCC(=O)N1CCN(S(=O)(=O)c2ccccc2Cl)CC1)c1ccccc1,0.5,15,8,-8,-0.8,0,22,0.2,-3.8
NNC(=O)COc1cccc(C(F)(F)F)c1,0.4,7,0,-1,-0.2,0,-3,0.3,0.4
COc1ccccc1N1CCN(C2CC(=O)N(c3cccc(Cl)c3)C2=O)CC1 (stereo not given),1.3,-15,/,5,2.4,/,-1,/,-1.5
Fc1ccc(CSc2ccc3nnc(-c4ccccn4)n3n2)cc1,0.6,-4,1,4,-0.9,-2,12,-0.1,-2.3
CC(NC(=O)c1cccs1)c1ccc2c(c1)OCO2 (stereo not given),/,-5,-1,-3,1.1,-1,0,0.4,-1.9
Cc1cccc(N(C)c2cc(-c3ccc(F)cc3)nc3ccnn23)c1,1.8,-8,-28,-1,/,-18,10,0.8,-0.6
S=C(NCCC1=CCCCC1)Nc1ccc(Cl)cc1,0.3,1,10,4,-0.7,-4,9,0.1,0.3
CCOc1ccc(C(=O)CCC(=O)NCC(=O)Nc2ccc(F)c(F)c2F)cc1,0.6,1,-7,-1,/,-2,-6,-0.1,-1.3
O=C(N/N=C/c1coc2ccccc2c1=O)c1cn(-c2ccccc2)nc1-c1ccc(F)cc1,/,-1,-6,5,0.5,0,8,-0.8,-0.8
CNc1ncnc2c1ncn2[C@H]1CN(Cc2ccc(F)cc2)C[C@@H](CO)O1,1.5,15,2,-4,/,2,5,0.2,-2.9
COc1ccc2c(c1)C(=O)N(CCc1ccc(S(=O)(=O)NC(=O)NC3CCCCC3)cc1)C(=O)C2(C)C,-2.9,26,-1,-1,1.9,-3,17,2.8,-4.9
COc1cccc(C2=NN(C(=O)c3ccco3)C(O)(C(F)(F)F)C2)c1 (stereo not given),3.0,-11,-2,-11,0.4,-5,7,-0.1,-1.2
COc1cc(OC)cc(C(=O)NCCc2cnc[nH]2)c1,-0.9,-7,6,8,-0.2,-8,2,-1.3,/
Cc1cc(C)c(S(=O)(=O)NCC23C=CC(O2)C2C(=O)N(c4ccccc4)C(=O)C23)c(C)c1 (stereo not given),/,-7,1,1,2.3,1,21,0.9,-4.7
CC(C)(O)C#CC#CCN1CCOCC1,/,5,-6,5,-1.2,1,-2,0.5,-2.5
Cc1ccc(O)c(CNc2cnc3ccccc3c2)c1,2.1,-27,/,1,4.5,/,-1,/,-3.9
NS(=O)(=O)c1cccc(NC(=O)COC(=O)CCc2ccccc2)c1,2.9,-5,-10,-5,-0.7,-8,-6,-1.4,-2.1
CN(CCC#N)C(=O)COC(=O)c1ccccc1C(=O)c1ccc(Cl)c([N+](=O)[O-])c1,0.6,7,-5,-25,-0.3,3,-1,-2.5,-2.6
Fc1ccc(-c2cn3cc(C(F)(F)F)cc(Cl)c3n2)cc1,/,1,-3,8,-0.3,-8,14,0.1,2.0
COc1ccc(C(=O)Nc2ccc(Cl)cc2C(=O)NCCN2CCOCC2)cc1,/,8,/,6,-0.4,/,-6,/,-4.0
CC1(C)OCC(N)(CO)CO1,-0.1,3,4,-3,/,9,-1,0.3,1.1
CC(=O)Cc1nsc(NC(=O)c2ccc(-c3ccc(Cl)c(Cl)c3)o2)n1,-0.3,21,1,13,-0.2,-2,0,-1.0,-5.7
CC(C)(C)c1ccc(OCCC(=O)OCC(=O)NC2CC2)cc1,0.6,16,0,7,2.1,-2,3,-2.3,-2.0
Cc1cc(N2C(=O)C(O)=C(C(=O)c3cc4ccccc4o3)C2c2ccc(OC(C)C)cc2)no1 (stereo not given),-0.6,5,-22,5,0.1,-2,7,-6.8,-0.4
NNC(=S)Nc1ccccc1Cl,-6.4,-19,0,2,-1.0,2,3,-0.4,-1.5
